Assay outcomes from PubChem BioAssay.
FBPA coupling cs: coupling enzyme interference in Giardia aldolase counter-screen; activity change, negative = inhibition, % at 58.2 µM, hits read low; actives 0.67% (n = 290,000); coupling enzyme system counterscreen, AmpLite Red fluorescence; AID 2472; in the data active = activity change below about -30%
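Counterscreen lacking aldolase: glyceraldehyde-3-phosphate coupling-enzyme reagent preincubated 10 min at RT with compound (at 57.5 uM final), then substrate/coupling system with AmpLite Red added; fluorescence read at 525/598 nm after 20 min RT.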
An asterisk follows results filed as active; & = joins results of further samples. % is set by controls: 0 for no effect and ±100 for the full control effect.

SMILES	FBPA coupling cs
CN1Cc2ccccc2[C@@H]2c3cccc4[nH]cc(c34)C[C@H]21	-13.8
C=C1[C@@H]2C[C@]3(C(CC2=O)[C@]24C5C[C@H]3[C@H]2N(CC)C[C@]5(C)CC[C@@H]4O)[C@@H]1O (stereo partly drawn)	0.4
c1cc(CN2CCCC3(CCNCC3)C2)ccn1	0.7
CC[C@]1(O)C(=O)OCc2c1cc1n(c2=O)Cc2cc3ccccc3nc2-1	2.9
CC(C)c1cc2c(c(O)c1O)[C@@]1(C(=O)O)CCCC(C)(C)[C@@H]1CC2	-43.3*
CC1CCCC(=O)CCC/C=C/c2cc(O)cc(O)c2C(=O)O1 (stereo not drawn)	1.1
CCNN	-4.8
CC(=O)OC1CC2C(C)(C)C(=O)C=C[C@]2(C)C2CC[C@]3(C)C(=CC(=O)OC3c3ccoc3)[C@]12C (stereo partly drawn)	0.3
O=c1cccc2n1CC1CC2CN2CCCC[C@H]12 (stereo partly drawn)	-1.5
CC(C)CN1CCC2(CC1)CCN(C(=O)Oc1ccccc1)CC2	-0.1
CCc1cc2c(nc1CC)CCN(CC/C(C)=N/OC)C2	-0.8
Nc1ncnc2c1ncn2[C@@H]1O[C@@H]2CO[P@](=O)(S)O[C@H]2[C@H]1O	3.4
CN1[C@@H]2CC[C@H]1CC(OC(=O)c1cc(Cl)cc(Cl)c1)C2 (stereo partly drawn)	2.0
CN(CCC(N)CC(=O)NC1C=CC(n2ccc(N)nc2=O)OC1C(=O)O)C(=N)N (stereo not drawn)	2.9
CC(=O)OC[C@]12C[C@H](OC(=O)CC(C)C)C(C)=C[C@H]1O[C@H]1[C@H](O)[C@@H](OC(C)=O)[C@@]2(C)[C@]12CO2	-0.1
CCOP(=S)(OCC)O/N=C(\C#N)c1ccccc1Cl	0.1
CC(=O)C1CC[C@H]2C3CC[C@@H]4CC(O)CC[C@@]4(C)C3CC[C@]12C (stereo partly drawn)	0.9
C=C1C(O)C2OC3(CCC(/C=C/C(C)C4CC(C)=CC5(OC(CC(C)(O)C(=O)O)CCC5O)O4)O3)CCC2OC1C(O)CC(C)C1OC2(CCCCO2)CCC1C (stereo not drawn)	-0.1
CCCCCCCCCCCCN=C(N)N	-0.4
CN1CCc2nc(CO)c(CO)cc2C1	-3.6

Fetched one by one from above:
SMILES	FBPA coupling cs
CN1CCc2nc(CO)c(CO)cc2C1	-3.6
CC1CCCC(=O)CCC/C=C/c2cc(O)cc(O)c2C(=O)O1 (stereo not drawn)	1.1

Looked up above:
CC(C)CN1CCC2(CC1)CCN(C(=O)Oc1ccccc1)CC2 in FBPA coupling cs → -0.1
CC[C@]1(O)C(=O)OCc2c1cc1n(c2=O)Cc2cc3ccccc3nc2-1 in FBPA coupling cs → 2.9
CN1Cc2ccccc2[C@@H]2c3cccc4[nH]cc(c34)C[C@H]21 in FBPA coupling cs → -13.8
CCc1cc2c(nc1CC)CCN(CC/C(C)=N/OC)C2 in FBPA coupling cs → -0.8
c1cc(CN2CCCC3(CCNCC3)C2)ccn1 in FBPA coupling cs → 0.7
CCCCCCCCCCCCN=C(N)N in FBPA coupling cs → -0.4

The list goes on.
SMILES	FBPA coupling cs
CCN(CC)C(=O)C(C)Oc1cccc2ccccc12 (stereo not drawn)	5.6
CCOP(=S)(OCC)Oc1ccc(Cl)cc1Cl	2.7
CCCCC/C=C\C/C=C\C/C=C\CCCCCCC(=O)NCCO	0.9&-2.6
CC(=O)C1CCC2C3CCC4CC(O)CCC4(C)C3CC(O)C12C (stereo not drawn)	7.8
N#C/C(=C\c1ccc(O)c(O)c1)C(N)=S	-64.4*
CCCCC/C=C\C/C=C\C/C=C\C/C=C\CCCCOC(CO)CO	-9.0
CC(=O)OC1C(=O)[C@]2(C)C(O)CC3OC[C@]3(OC(C)=O)C2[C@@H](OC(=O)c2ccccc2)[C@]2(O)CC(O)C(C)=C1C2(C)C (stereo partly drawn)	2.1
CC[C@@]1(c2ccc(N)cc2)CCC(=O)NC1=O	-2.0
CCCCCCC(=O)CCCCCC/C=C/C[C@@H](O)[C@H](O)[C@@](N)(CO)C(=O)O	2.7
c1ccc(N2CCCC3(CCNCC3)C2)cc1	3.4
CNCCc1cnc[nH]1	2.1&3.3
c1csc(CN2CCCC3(CCNCC3)C2)n1	1.2
O=C(Oc1ccccc1)N1CCC[C@@]2(CCN(C(c3ccccc3)c3ccccc3)C2)C1	-33.8*
COC(=O)N1CCC2(CCCN(C)C2)CC1	0.3
O[C@H]1CCCC[C@H]1N1CCC(c2ccccc2)CC1	4.3&0.7
CC1(C)C(O)CC(O)[C@]2(C)C1CC(O)[C@]1(C)C2CC[C@@]2(C)C(c3ccoc3)CC3OC312 (stereo partly drawn)	-0.1
CC1=CC(=O)C2=C(C)C[C@@H](O)[C@@H]3[C@@H](OC(=O)[C@H]3C)[C@H]12	9.5
CN(C)C1C(=O)C(C(N)=O)=C(O)[C@@]2(O)C(=O)C3=C(O)c4c(O)cccc4[C@@](C)(O)C3[C@H](O)C12 (stereo partly drawn)	-10.0
CCCC(Cn1cncn1)c1ccc(Cl)cc1Cl (stereo not drawn)	-0.9
COc1ccc2[nH]cc(C3=CCNCC3)c2c1	0.7
NNc1ccccc1	-0.5&1.0
CC(=O)[O][Hg][c]1ccccc1	-48.0*
COC1=C[C@H]2C3=C([C@H]2C1=O)[C@H](NC(C)=O)CCc1cc(OC)c(OC)c(OC)c13	0.8
c1ccc(N2CCCC3(CCNCC3)C2)nc1	0.6
CC(C)c1c(CN(C)[C@@H](C)Cc2ccccc2)n(C)n(-c2ccccc2)c1=O	1.3
Clc1ccc([C@@H]2C[C@H]3CC[C@@H]2N3)cn1	-0.1
CCOP(=S)(OCC)SCn1c(=O)oc2cc(Cl)ccc21	-2.2
CCCCC[C@@H](/C=C/C=C\CCCCCCCC(=O)O)OO	2.5
C=C(C)[C@H]1C2C(=O)O[C@H]1[C@H]1OC(=O)[C@@]34O[C@@H]3C[C@]2(O)[C@@]14C	5.2
O=P(O)(O)CCCl	-5.3
CN(CCc1ccc(Cl)c(Cl)c1)[C@H]1CCCC[C@H]1N1CCCC1	-2.4
COC(=O)/C(C)=C\CC12OC(C)(C)C3CC(C=C4C(=O)c5c(OC)c6c(c(CC=C(C)C)c5OC431)OC(C)(CCC=C(C)C)C=C6)C2=O (stereo not drawn)	-1.6
CC(C)=CCCC1(C)C=Cc2c(O)c3c(c(CC=C(C)C)c2O1)OC12C(=CC4CC1C(C)(C)OC2(C/C=C(/C)C(=O)O)C4=O)C3=O (stereo not drawn)	-0.7
CC(=O)O[C@@H]1C[C@@]2(C)C(c3ccoc3)C[C@H]3O[C@]32[C@]2(C)C(=O)C(O)=C3C(C)(C)C(=O)C=C[C@]3(C)C12 (stereo partly drawn)	1.1
CN(C(=O)Cc1ccc(Cl)c(Cl)c1)[C@H](CN1CCCC1)c1ccccc1	2.8
CC(=O)C1CCC2C3CCC4CC(C)(O)CCC4(C)C3CCC12C (stereo not drawn)	0.9
C[C@@]12CC[C@H](O)C[C@@H]1CC[C@H]1[C@H]2CC[C@@]2(C)[C@@H](C3=CC(=O)OC3)CC[C@]12O	3.5
CN(C)CCc1ccc(O)cc1	0.7
Nc1ncnc2c1nc(Sc1ccc(Cl)cc1)n2[C@@H]1O[C@@H]2COP(O)(=S)O[C@H]2[C@H]1O (stereo partly drawn)	1.3
CCCCC/C=C\C/C=C\C/C=C\C/C=C\CCCC(=O)OCCN	-2.3&-1.8

Two entries from above, with each value named:
CN(C(=O)Cc1ccc(Cl)c(Cl)c1)[C@H](CN1CCCC1)c1ccccc1
  FBPA coupling cs = 2.8
CC(=O)C1CCC2C3CCC4CC(C)(O)CCC4(C)C3CCC12C (stereo not drawn)
  FBPA coupling cs = 0.9

Continued.
SMILES	FBPA coupling cs
CC1CC2CC(=O)C3CCCN4CCCC2[C@]34C1 (stereo partly drawn)	1.2
CC(=O)[O][Sn]([c]1ccccc1)([c]1ccccc1)[c]1ccccc1	-1.8
CC1CC[C@@]2(NC1)O[C@@H]1C[C@H]3C4CC=C5C[C@@H](O)CC[C@]5(C)C4CC[C@]3(C)[C@H]1[C@@H]2C (stereo partly drawn)	3.9
O=C1Nc2ccc(Cl)cc2C(c2ccccc2)=NC1O (stereo not drawn)	-4.9
C[C@@H]1C[C@H](C)C[C@H](C)[C@@H](O)CC(=O)O[C@H]([C@H]2CCC[C@H]2C(=O)O)C/C=C/C=C(/C#N)[C@H](O)[C@@H](C)C1	-2.1
C=CCC(O)(C(=O)OC)c1ccccc1 (stereo not drawn)	2.3
O=C(O)C1=CCCN(CCOC(c2ccc(C(F)(F)F)cc2)c2ccc(C(F)(F)F)cc2)C1	1.8
CCCCCCCCCCCCCC(=O)OC1C(C)[C@@]2(O)C(C=C(CO)C[C@]3(O)C(=O)C(C)=C[C@H]23)[C@@H]2C(C)(C)[C@]12OC(C)=O (stereo partly drawn)	-1.4
CN1CC[C@]2(C)c3cc(O)ccc3N(C)[C@@H]12	-69.5*
C[C@H](CCC(=O)O)C[C@H](C)C[C@H](C)C(=O)/C=C(\O)[C@H](C)C[C@H](C)C/C=C/[C@@H](C)[C@@H](O)[C@@H](C)[C@@H](O)C[C@@H]1CC[C@@](C)(C2CC[C@@](C)([C@@H](C)O)O2)O1 (stereo partly drawn)	3.2
Cc1o[nH]c(=O)c1C[C@H](N)C(=O)O	2.6&-0.3&0.6&-0.5
C#CCN(C)[C@@H](C)Cc1ccccc1	0.2
CN(C(=O)COc1nc2ccccc2s1)c1ccccc1	-1.7
CCCCC/C=C\C/C=C\C/C=C\C/C=C\CCCC(=O)NCCCl	-0.1
CCCC(C)C1(CC)C(=O)NC(=O)NC1=O (stereo not drawn)	0.6
O=C1CCc2cccc3c2N1CC3	0.6
CCS(=O)CCSP(=O)(OC)OC (stereo not drawn)	1.2
O=c1c(O)c(-c2ccc(O)c(O)c2)oc2c(O)c(O)cc(O)c12	-57.4*
CCC(C)C(=O)OC1C[C@@]2(C)C(c3ccoc3)OC(=O)CC23OC2(C)OC34C(OC(=O)C(C)C)[C@]3(O)C(OC(=O)C5(C)OC5C)[C@]5(C)CC3(O)[C@](C)(C5CC(=O)OC)C14O2 (stereo partly drawn)	-1.6
C=C(C)[C@]12C[C@@H](C)[C@@]34O[C@](Cc5ccccc5)(O[C@@H]1[C@@H]3C=C(COC(=O)Cc1ccc(O)c(OC)c1)C[C@]1(O)C(=O)C(C)=C[C@@H]41)O2	-10.8
CC(=O)c1c(O)c(C)c(O)c(Cc2c(O)c3c(c(C(=O)/C=C\c4ccccc4)c2O)OC(C)(C)C=C3)c1O	-8.4
ClC1=C(Cl)C2(Cl)C3C4CC(C5OC45)C3C1(Cl)C2(Cl)Cl (stereo not drawn)	-2.7
CN1CC[C@@H]2CN3CCc4cccc(c43)[C@H]2C1	-12.2
CCc1cccc(CC)c1NC1=NCCN1	1.8
C[C@@H](Cc1ccccc1)NCCC(c1ccccc1)c1ccccc1	1.7
CC(=O)OC1CC2C(C)(C)C(O)C=C[C@@]2(C)C2CC[C@]3(C)C(=CC(=O)OC3c3ccoc3)[C@]12C (stereo partly drawn)	2.0
COc1ccccc1CN1CCCC2(CCN(C(=O)Oc3ccccc3)CC2)C1	1.4
CCCCCCCCc1[se]c2ccccc2c1I	2.3
C[C@@]12C=CC(=O)C=C1CCC1C2CC[C@]2(C)C(=O)CCC12 (stereo partly drawn)	3.4
Oc1ccc2c3c1O[C@H]1c4c(c5ccccc5n4Cc4ccccc4)C[C@]4(O)[C@H](C2)N(CC2CC2)CC[C@@]314	1.6
CCN1C[C@]2(C)CC[C@H](OC)[C@@]34[C@H]1C1(OCO[C@@]15C[C@H](OC)C1C[C@]3(O)C5[C@H]1OC)[C@@H](O)[C@H]24	1.6
O=C(Oc1ccccc1)N1CCC2(CC1)CN(Cc1ccncc1)C2	3.0
COC(=O)/C=C\C(=O)N[C@@H]1CC[C@@]2(O)[C@H]3Cc4ccc(O)c5c4[C@@]2(CCN3CC2CC2)[C@@H]1O5	0.9
CC(=O)O[C@H]1[C@H]2[C@@H](OC(=O)Cc3ccccc3)[C@@H](C)C[C@]2(OC(C)=O)C(=O)/C(C)=C/[C@@H]2[C@H](CC[C@@]13CO3)C2(C)C	-5.7
O=C(O)[C@@H]1Cc2[nH]cnc2C(c2cccnc2)N1 (stereo partly drawn)	-0.4
C[C@@H](Cc1cccc(C(F)(F)F)c1)NCCCc1ccccc1	0.0
C[C@]1(C(=O)O)CCC[C@]2(C)c3cc(O)ccc3CC[C@@H]12	1.0
O=[N+]([O-])c1ccc(-c2[se]c3ccccc3c2I)cc1	2.5
COC(=O)C1=CO[C@@H](C)[C@@H]2CN3CCc4c([nH]c5cc(OC)ccc45)[C@@H]3C[C@H]12	-28.0
O=C(O)/C=C\CO	-0.3
C=C(C)[C@H]1CN[C@H](C(=O)O)[C@@H]1CC(=O)O	2.5
CCNc1nc(Cl)nc(NCC)n1	0.5
CN1C2CCC1CC(C(=O)OC(CO)c1ccccc1)C2 (stereo not drawn)	-0.4
CO[C@@H](C)[C@](O)(C(=O)OCC1=CCN2CC[C@@H](O)[C@H]12)C(C)C	-2.3
CC1CC[C@]2(NC1)OC1CC3C4CC=C5CC(O)CC[C@@]5(C)C4CC[C@]3(C)C1C2C (stereo partly drawn)	1.8
CC[C@H](C)[C@H](NC(=O)CN)C(=O)N[C@@H](CC(C)C)C(=O)NCC(=O)N[C@@H](Cc1ccccc1)C(=O)N[C@H](C(=O)N[C@@H](Cc1ccccc1)C(=O)N[C@H](C(=O)N[C@@H](CC(C)C)C(=O)O)[C@@H](C)O)C(C)C	2.2
O=C(Cc1ccc(Cl)c(Cl)c1)N1CCCC[C@H]1CN1CCCC1	2.4
C=CC[C@]1(O)CCC2C3CCC4=CCCCC4C3CCC21C (stereo partly drawn)	-1.5
CCCCC(C#N)(Cn1cncn1)c1ccc(Cl)cc1 (stereo not drawn)	3.1
CCCCC/C=C\C/C=C\C/C=C\C/C=C\CCCC(=O)NCCCC(=O)O	-1.9&2.9
CC1OC(C)OC(C)O1 (stereo not drawn)	1.2
c1cc2c(cc1[C@H]1OC[C@@H]3[C@H]1CO[C@H]3c1ccc3c(c1)OCO3)OCO2	6.5

The list is partial; rates above refer to the full screens.
